Source: PubChem BioAssay
TCR-CD3 inh: human TCR-CD3 binding inhibition; actives 0.37% (n = 360,000); AID 651800; TAMRA-labeled TCR probe fluorescence, biochemical; inhibition, % at 9.4 µM; in the data active = inhibition above about 19%;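 note: recombinant mutant TCR 2C K166C tagged with TAMRA read by polarization; 0% = receptor in buffer alone and 100% = receptor with positive control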
PG9 Ab binder: binds the HIV-1 gp120 antibody PG9; actives 0.43% (n = 360,000); TR-FRET gp120-PG9 antibody binding; inhibition, % at 6.7 µM; in the data active = inhibition above about 8.5%
HTRA1 inhibitor: blocks human HTRA1 serine peptidase; Q92743; recombinant HTRA1, FP-rhodamine activity-based probe, fluorescence polarization; inhibition, % at 5.96 µM; actives 0.5% (n = 340,000); in the data active = inhibition above about 36%;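 note: 0% = enzyme with DMSO and 100% = wells lacking enzyme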
Target sequence (Q92743 whole entry, looked up): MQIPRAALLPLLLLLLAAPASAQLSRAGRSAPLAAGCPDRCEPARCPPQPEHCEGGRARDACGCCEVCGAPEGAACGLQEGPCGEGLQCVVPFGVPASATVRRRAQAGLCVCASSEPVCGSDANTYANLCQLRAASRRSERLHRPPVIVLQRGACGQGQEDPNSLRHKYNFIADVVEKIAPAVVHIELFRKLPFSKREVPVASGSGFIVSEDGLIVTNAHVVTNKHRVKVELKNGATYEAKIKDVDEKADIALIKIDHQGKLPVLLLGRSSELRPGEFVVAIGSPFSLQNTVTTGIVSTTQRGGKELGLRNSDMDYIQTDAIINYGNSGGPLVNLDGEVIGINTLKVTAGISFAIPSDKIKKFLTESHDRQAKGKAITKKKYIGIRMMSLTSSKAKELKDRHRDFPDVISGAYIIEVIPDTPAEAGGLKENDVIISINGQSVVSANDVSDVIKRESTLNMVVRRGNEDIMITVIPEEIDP
Rev-erbA mod: modulates human Rev-erb alpha binding to DNA; activity, % at 10 µM; actives 0.79% (n = 370,000); P20393; AID 1259318; Rev-erbα–FITC-DNA binding, fluorescence polarization, 90 min;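 active = activity above about 14%, limit read from the data; passing the limit was not always enough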;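 note: 0% = DMSO wells with 35 nM protein and 100% = DMSO wells with 750 nM protein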
rCAG binder: r(CAG) repeat RNA binding. TO-PRO-1 dye displacement fluorescence. inhibition, % at 3 µM. AID 651821. actives 1.3% (n = 370,000);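 active = inhibition above the plate cutoff, the mean of all test compounds on that plate plus 3 SD, cut at about 35% in these data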;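 note: 0% = DMSO alone and 100% = 100 µM mitoxantrone as full dye displacement; higher means more dye released from RNA so lower well fluorescence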
PRMT1 FP inh: blocks human protein arginine methyltransferase 1; recombinant PRMT1, activity-based probe fluorescence polarization; inhibition, % at 2.79 µM; actives 1.3% (n = 370,000);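 active = inhibition above about 21% made by adding two undisclosed values, limit read from the data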
Target sequence (Q99873 whole entry, looked up): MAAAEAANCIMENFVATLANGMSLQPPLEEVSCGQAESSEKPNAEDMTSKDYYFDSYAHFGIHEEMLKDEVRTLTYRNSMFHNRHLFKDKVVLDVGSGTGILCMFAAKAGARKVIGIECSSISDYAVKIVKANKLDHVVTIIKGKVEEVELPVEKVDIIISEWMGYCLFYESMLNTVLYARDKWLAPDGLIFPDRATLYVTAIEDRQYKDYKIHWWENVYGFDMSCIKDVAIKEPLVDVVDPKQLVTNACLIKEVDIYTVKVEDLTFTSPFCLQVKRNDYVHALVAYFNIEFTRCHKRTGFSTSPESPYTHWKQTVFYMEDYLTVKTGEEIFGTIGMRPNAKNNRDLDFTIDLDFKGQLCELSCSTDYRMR
mABHD4 FP: inhibits mouse alpha/beta hydrolase domain 4 | Q8VD66 | AID 720543 | actives 0.54% (n = 370,000) | purified mABHD4, FP-Rh probe fluorescence polarization | inhibition, % at 8.92 µM;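 active = inhibition exceeding the mean over every tested compound plus 3 SD, cut at about 30% in these data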;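 note: 0% = plate median of compound wells and 100% = S159A mutant with DMSO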
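Test system: mouse ABHD4 enzyme, wild type. Reagent: FP-Rh fluorescent activity-based probe, added after compound pre-incubation. Timing: pre-incubation 45 min, probe exposure 60 min, at 25 °C. Technique: FP readout, ex 525 nm / em 598 nm. Benchmarks: high control S159A mutant with DMSO, low control median of compound wells.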
SIAE inh: human SIAE inhibition, primary screen | Q9HAT2 | SIAE FP-Rh probe binding, fluorescence polarization | inhibition, % at 9.66 µM | actives 0.69% (n = 370,000);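 active = inhibition above a cutoff: mean of compounds within the control limits plus 3 SD of those, cut at about 17% in these data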;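 note: 0% = plate median of compound wells and 100% = probe without SIAE protein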
TDP2 absorb: TDP2 (human) inhibition, absorbance primary screen | recombinant TDP2, T5PNP hydrolysis, p-nitrophenol absorbance 415 nm | O95551 | inhibition, % at 12.8 µM | actives 0.34% (n = 370,000);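 active = inhibition above the mean of all tested compounds plus 3 SD, set per campaign, cut at about 25% in these data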;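 note: 0% = DMSO with enzyme and 100% = buffer with substrate but no TDP2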
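Test system: Human TDP2 enzyme | Reagent: 5 mM T5PNP | Compound dosing: 12.8 µM single point, 1% DMSO | Incubation: Enzyme reaction with compound for 2 h at 37 °C | Technique: p-Nitrophenol epi absorbance | Read-out: % inhibition relative to enzyme-containing and enzyme-free wells | Benchmarks: High control without enzyme, low control DMSO plus TDP2 | Replicates: Singlicate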
LEDGF integ inh: blocks HIV-1 LEDGF/p75-dependent DNA integration; TR-FRET IN-LEDGF/p75 DNA integration, Eu/Cy5; inhibition, % at 3.7 µM; actives 0.64% (n = 370,000); AID 743269;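 active = inhibition above the screen-wide mean plus 3 SD, cut at about 13% in these data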;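 note: signal is the Cy5 over europium emission ratio at 671 and 618 nm; 0% = plate median of compound wells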
Numbers without * were called inactive; . = not tested or not shown; & = joins results of further samples. Only part of the results is shown (hit frequency here may not be typical).

Values run as follows: TCR-CD3 inh	PG9 Ab binder	HTRA1 inhibitor	Rev-erbA mod	rCAG binder	PRMT1 FP inh	mABHD4 FP	SIAE inh	TDP2 absorb	LEDGF integ inh
(1) CCN(CC)CCOC(=O)c1ccc(NC(=O)COc2cc(=O)n(CC)c3ccccc23)cc1
 : -2.1	-0.1	-4.1	-0.2	-7.1	-3.0	-7.1	-1.2	-5.5	-4.0
(2) COc1ccc(-c2cc3nc(NCCN4CCCC4)n(C)c(=O)c3s2)cc1OC
 : -0.5	1.3	.	-17.3	8.3	-6.9	0.0	-33.5	-0.7	-0.1
(3) Cc1n[nH]c(C)c1CCNCc1ccc(OCC(O)CN2CCCCC2)cc1 (configuration not stated)
 : 2.9	-0.7	7.6	4.4	-3.9	0.4	1.1	1.2	11.0	-2.1
(4) COc1ccc(Cl)cc1-n1c(C)cc(C=O)c1C
 : 2.3	-1.3	-4.8	1.5	-1.8	-2.3	-0.5	3.5	3.0	1.3
(5) Cc1c(NC(=O)CSCc2ccccc2)cccc1C(=O)O
 : 2.6	-0.8	2.7	-3.0	0.9	-1.2	-2.1	3.3	11.1	2.1
(6) CC(C)(C)N(Cc1ccccc1)C(=O)COC(=O)c1ccccc1SCC(=O)N1CCCC1
 : 0.8	0.4	-6.8	1.8	-5.1	-0.7	-40.9	4.7	3.6	4.3
(7) CN(C)c1cccc(NC(=O)C2Cc3c(-c4ccccc4Oc4ccccc4)ccnc3O2)c1 (configuration not stated)
 : -4.5	-1.1	.	5.6	6.2	-3.0	5.4	0.3	-6.2	1.3
(8) CCCCCCCNC(=O)c1ccc(N2CCC3(CC2)OCCO3)c([N+](=O)[O-])c1
 : 1.5	-3.0	-14.8	-1.7	-3.7	-0.1	3.1	0.8	0.4	-1.8
(9) CC1CC(C)CN(C(=O)CNC(=O)c2ccc3ccccc3c2)C1 (configuration not stated)
 : 5.3	-0.5	6.7	-0.4	-4.4	-1.3	3.1	-3.5	-1.8	4.9
(10) CCOc1cc(CNC(C)C)c(Cl)cc1OCC(=O)NCCc1ccccc1
 : -5.0	0.6	-4.4	6.2	-5.8	-4.4	7.0	-5.7	-3.5	1.4
(11) CC(C)c1ccc(NC(=O)c2sccc2-n2cccc2)cc1
 : -1.5	-1.5	-26.4	4.2	-0.8	0.4	-6.4	-4.3	-12.3	3.3
(12) CCOc1ccc(NC(=O)CCc2c(C)nn(-c3ccc(N4CCCCC4)nn3)c2C)cc1
 : 1.7	0.3	-5.2	-3.5	-4.9	-5.0	-3.0	-0.3	-7.4	1.8
(13) O=C(CSc1ccccn1)N1CCOCC1
 : 4.9	0.3	1.2	-0.4	1.8	-0.4	0.6	2.5	-4.0	-0.8
(14) Cc1ccccc1S(=O)(=O)NC(=O)C1(C)CCN1C(=O)C1(c2ccccc2)CCCC1 (configuration not stated)
 : -3.3	-1.9	.	-5.6	34.3	0.0	4.1	-5.2	0.2	3.5
(15) Cc1cccn2cc(-c3cc4ccccc4oc3=O)nc12
 : 2.2	-0.1	-3.5	-5.6	-3.1	-4.3	-0.4	0.3	11.3	3.7
(16) COc1ccccc1N1C(=O)CC(N2CCN(c3ccc([N+](=O)[O-])cc3)CC2)C1=O (configuration not stated)
 : 4.2	-2.0	0.7	2.4	-3.1	-2.3	-0.2	3.0	4.2	-0.6
(17) CC(=O)[C@@H]1[C@@H]2C(=O)N(c3ccc(F)c(Cl)c3)C(=O)[C@@H]2C2c3ccccc3C=CN21 (some centres not stated)
 : 3.8	1.3	.	12.0	23.9	10.0	-12.1	2.7	6.2	4.8
(18) CCCC(=O)Nc1nnc(S(=O)(=O)N2CCCC2)s1
 : -6.0	0.6	-2.3	-3.3	1.2	7.3	4.6	-6.7	-2.8	-2.9
(19) Nc1[nH]c(C(=O)c2ccccc2)c(-c2ccc3ccccc3c2)c1C(=O)NC1CC1
 : 5.1	-1.6	.	-1.2	5.9	-4.8	8.2	4.8	13.7	0.7
(20) O=S(=O)(/C=C/c1ccccc1)Nc1cccc(S(=O)(=O)NC2=NCCC2)c1
 : -4.9	3.7	3.9	3.4	4.7	2.0	-6.1	-5.7	-2.2	1.0
(21) O=C(c1ccc(CS(=O)(=O)c2c(Cl)cccc2Cl)o1)N1CCN(c2ccccn2)CC1
 : 1.6	-1.4	1.0	2.9	0.1	18.5	0.8	0.2	-4.6	-1.6
(22) Nc1ncnc(Oc2cccc(C(F)(F)F)c2)c1[N+](=O)[O-]
 : -6.6	-0.7	-2.3	-2.1	-4.4	6.2	-11.8	-6.3	-8.1	-2.1
(23) Cc1ccc(C(=O)CSc2nnnn2C(C)C)c(C)c1
 : -6.7	1.9	-1.6	0.6	-4.3	4.5	3.8	-4.1	4.0	-2.9
(24) Cc1ccc(-c2nc(N)n(S(=O)(=O)c3ccc(C)cc3)n2)cc1
 : -2.9	2.8	-8.5	-2.6	-0.5	1.2	-0.5	6.7	7.1	1.4
(25) COc1ccc(NC(=O)N(C)C[C@H]2Oc3c(NS(=O)(=O)c4ccc(OC)cc4)cccc3C(=O)N([C@H](C)CO)C[C@@H]2C)cc1
 : -2.5	1.6	0.0	-0.7	1.2	1.0	4.2	2.6	5.3	0.6
(26) O=C(Cn1c2ccccc2c(=O)c2ccccc21)N/N=C/c1cc([N+](=O)[O-])ccc1N1CCCCC1
 : 3.1	-1.6	-2.4	-26.2	4.7	-0.1	17.1	3.2	10.1	0.6
(27) COc1cc(NC(=O)C2CCCCC2)c(OC)cc1NC(=O)CN1CCCCC1
 : 7.0	0.2	0.9	0.7	-3.8	-1.0	0.1	-1.2	7.7	0.6
(28) Cc1ccc2c(c1)N(CC(=O)N(Cc1ccccn1)Cc1ccco1)C(=O)C(C(C)C)O2 (configuration not stated)
 : 4.3	-1.3	-4.0	5.7	-8.6	-2.9	-6.0	0.3	3.0	-2.7
(29) COc1cc(CCC(=O)NCCc2ccc(F)cc2)cc(OC)c1OC
 : -1.6	0.2	-4.1	-7.3	-6.3	0.2	-3.3	18.4*	10.8	-2.9
(30) C=CCN(C(=O)c1ccccn1)C(C(=O)NCc1ccccc1)c1ccccc1F (configuration not stated)
 : -0.6	-0.1	-3.0	-2.5	-2.0	-2.1	-0.4	-0.8	-10.1	-2.1
(31) COc1ccc(CNC(=O)COC(=O)/C=C/c2ccc(Cl)cc2)cc1
 : -1.2	0.0	3.1	1.3	-2.5	-4.1	-5.0	-4.2	-19.5	9.2
(32) CC1=Nc2ccc(C)cc2N(Cc2ccccc2)C(=O)C1
 : 4.0	-0.3	-5.8	1.6	8.4	-3.5	-1.7	3.1	0.8	3.8
(33) FC(F)Oc1ccc(NC(=S)Nn2cnnc2)cc1
 : 1.8	-0.8	6.1	-5.8	-0.3	2.7	1.5	3.2	-1.1	-0.7
(34) COc1ccccc1C(c1nnnn1CC1CCCO1)N1CCC(C(N)=O)CC1 (configuration not stated)
 : -7.0	-0.1	-1.4	2.2	-4.0	-0.6	3.2	-1.2	2.2	5.5
(35) CCOC(=O)C1C(=O)C=C(Nc2ccccc2F)CC1c1ccccc1 (configuration not stated)
 : -6.2	-1.0	0.9	-0.9	-4.2	-1.6	1.7	-2.7	-4.5	4.4
(36) Cc1ccc(-c2nc3ccc(Cl)cn3c2Cc2ccccc2C(F)(F)F)cc1
 : -4.5	-1.9	.	8.5	42.0*	1.8	16.3	-3.1	-3.7	-2.5
(37) CC(C)C[C@@H]1COc2cc(Br)ccc2S(=O)(=O)N1Cc1cn(CCC2OCCO2)nn1
 : .	.	.	8.5	-2.6	-1.0	5.8	-1.8	-9.8	1.5
(38) Cc1ccc(N2C(=O)CSC2c2c(F)cccc2Cl)cc1 (configuration not stated)
 : 8.7	-1.4	29.9	-0.1	-6.8	-3.1	-5.3	10.5	8.1	-0.5
(39) COc1ccc(-n2c(SCC(=O)N3CCCCC3)nnc2-c2cccnc2)cc1
 : 1.8	0.0	10.4	1.6	-7.1	1.4	-3.4	0.8	10.3	1.6
(40) CCN1C(=O)N[C@@H](CCc2ccccc2)[C@H](C(=O)OC)[C@H]1C
 : 5.7	1.0	-7.1	-1.7	-4.7	-4.8	9.7	1.1	-1.1	-0.8
(41) N#Cc1cccnc1N1CCN(C(=O)c2cccc3c2C(=O)c2ccc(-c4ccc(F)cc4OCc4ccccc4)cc2S3(=O)=O)CC1
 : 0.4	-1.9	-7.2	0.7	13.8	-1.6	-1.1	1.1	-1.2	0.1
(42) O=C(Cn1cc(COc2cccc([N+](=O)[O-])c2)nn1)c1ccc(O)cc1
 : -1.2	1.3	1.2	0.4	5.2	6.5	-2.5	3.0	1.6	5.7
(43) Cc1ncsc1CCOC(=O)c1cccc([N+](=O)[O-])c1
 : -2.0&-1.3	-2.5&2.2	4.7&-1.4	-0.4&0.7	-3.4&-3.5	1.1&0.2	5.4&1.1	3.4&2.6	2.7&20.6	-4.0&2.5
(44) S=c1[nH]c2ccccc2n1Cc1ccccc1
 : 8.9	0.7	-4.1	-2.9	2.4	3.2	-0.6	-0.3	-8.3	1.4
(45) CCOC(=O)C1=C(C)OC(N)=C(C#N)C1c1cc2c(cc1[N+](=O)[O-])OCO2 (configuration not stated)
 : -2.0	-3.3	16.3	-2.9	30.4	21.1	20.9	10.8	-5.5	4.8
(46) CCOC(=O)/C(=C\Nc1ccc(OC(F)(F)F)cc1)Sc1ncc(C(F)(F)F)cc1Cl
 : -2.8	-0.2	-6.7	1.1	-1.6	2.7	2.4	3.9	4.0	3.5
(47) O=C(c1cc(C2CC2)on1)N(C1CCCCC1)C1CCCCC1
 : .	.	.	1.8	0.3	-1.7	-3.8	-2.9	-9.8	0.2
(48) CCOC(=O)c1c(C)oc2ccc(OC(=O)COc3c(F)c(F)c(F)c(F)c3F)cc12
 : -5.2	-1.9	0.0	-0.2	-2.6	5.5	-0.1	-4.5	-2.0	-3.5
